Screening data deposited in PubChem BioAssay by Broad Institute.
ERp5 block = blocks human ERp5 reductase activity on insulin. inhibition, % at 9.99 µM. AID 651711. ERp5 insulin aggregation, absorbance 650 nm, 90 min. Q15084. hit rate 0.05% among 350,000;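 active = mean replicate inhibition above about 25%, with every replicate also reaching it, limit read from the data, passing the limit was not always enough; inconclusive = only one of those two criteria met; inactive = neither criterion met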
Target sequence (Q15084 whole entry, looked up): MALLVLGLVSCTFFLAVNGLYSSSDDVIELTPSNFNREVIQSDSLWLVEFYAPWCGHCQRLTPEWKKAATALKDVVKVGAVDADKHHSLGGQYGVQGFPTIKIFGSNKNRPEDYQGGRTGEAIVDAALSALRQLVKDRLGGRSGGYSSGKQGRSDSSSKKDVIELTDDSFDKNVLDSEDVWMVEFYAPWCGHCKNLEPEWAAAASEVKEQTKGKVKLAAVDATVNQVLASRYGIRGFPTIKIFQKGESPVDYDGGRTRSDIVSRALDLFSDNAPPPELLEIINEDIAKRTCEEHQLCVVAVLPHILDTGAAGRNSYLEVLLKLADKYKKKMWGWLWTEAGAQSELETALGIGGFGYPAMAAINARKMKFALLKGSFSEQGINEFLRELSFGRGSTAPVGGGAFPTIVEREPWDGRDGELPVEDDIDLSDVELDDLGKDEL
Xi reactivation = X-chromosome reactivation activator; XiGFP mouse fibroblasts, % GFP-positive cells imaging, 3 d; cells co-treated with 5-aza-dC sensitizer; scaled so ellipticine positive control = 100%; activation, % at 7.58 µM; hit rate 0.055% among 360,000;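 active = mean normalized replicate activation at least 10% and every replicate at or above 10%; inconclusive = only one of the two criteria met; inactive = mean below 10% and not all replicates reach 10%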;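 also: 0% = median of on-plate neutral control wells and 100% = ellipticine 6 µM median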
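System: SV40-immortalized XiGFP fibroblast cells, line 68-5-11 / Incubation: 3-day compound exposure, then 15 min fixation at room temperature / Compound: single concentration per compound, delivered by pin transfer / Buffer or medium: DMEM plus 5-aza-dC sensitizer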
PAX8 inh HTS = inhibitors of PAX8 transcriptional activity in RMG-I cells; RMG-I TPO-luciferase reporter, SteadyGlo, 24 h; inhibition, % at 12.6 µM; hit rate 1.2% among 360,000;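 active = mean replicate inhibition at least 60% with every replicate also reaching 60%; inconclusive = only one of the two criteria is met; inactive = mean below 60% and not all replicates reaching 60%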;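 also: luciferase light reporting Pax8 driven TPO promoter activity; plate controls were median of neutral control wells for no effect and mitoxantrone controls for full effect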
EWS-Fli inh = blocks EWS/Fli oncoprotein-driven transcription. hit rate 0.67% among 350,000. inhibition, % at 12.6 µM. A673 NR0B1-luciferase reporter, viability-normalised;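 active = mean inhibition of at least 50% after viability correction, with every replicate also passing that limit; inconclusive = mean reaches 50% but only one of two replicates passes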;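 also: firefly luciferase signal divided by Alamar Blue viability fluorescence both relative to DMSO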
GSIS activator = GLuc luminescence reporter in INS-1E cells, primary screen for activators of glucose-dependent secretion of insulin; INS-1E GLuc reporter insulin secretion, 2-3 h; activation, % at 16.6 µM; hit rate 0.61% among 370,000;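 active = lowest replicate activation of at least 40%, so every replicate reaches that level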;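 also: 0% = median of neutral control wells and 100% = median of IBMX positive control wells; some compounds called inactive have numbers as strong as hits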
DENV2 CPE = inhibitors of DENV2 cytopathic effect. DENV2-infected cells, cytopathic effect rescue, plate reader. CPE inhibition, % at 9.99 µM. hit rate 1.7% among 350,000; in the data active = CPE inhibition above about 20%, passing the limit was not always enough; inconclusive = no clear call, values can overlap the other calls; tested in BHK-21 cells;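 also: 0% = median of neutral control wells and 100% = median of positive control wells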
F508del corr = correctors of CFTR F508del function in bronchial epithelial cells. hit rate 0.36% among 350,000. activity (quench increase), % at 7.58 µM. CFBE cells, YFP halide quenching; stimulated with forskolin plus potentiator P3; % fluorescence drop versus neutral controls. AID 720511;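 active = mean added fluorescence quench of at least 8% versus neutral control, with both replicates also reaching 8%; inconclusive = only one of the mean or replicate conditions met; inactive = mean below 8% and not both replicates reaching 8%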;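 also: cells transiently co-express mutant CFTR-F508del with the halide-sensitive YFP; corrector assay measuring rescue of mutant channel to the surface after 24 h compound exposure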
ARNT-TACC3 inh = disrupts binding between human ARNT and TACC3; Q9Y6A5; AlphaScreen His-ARNT PAS-B/GST-TACC3 binding, luminescence; TACC3 fragment carries E629A point mutation; inhibition, % at 9.99 µM; hit rate 0.66% among 390,000;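 active = mean inhibition of replicates at least 50% and at least half of replicates each reaching 50%; inconclusive = half or more replicates reach 50% but mean below 50%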;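 also: 0% = complete ARNT plus TACC3 wells and 100% = ARNT alone without TACC3; many hits fall short of the cut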
Starred values were filed as active, the others as inactive; ? = inconclusive; . = not tested or not shown.

Molecule,ERp5 block,EWS-Fli inh,GSIS activator,ARNT-TACC3 inh,F508del corr,Xi reactivation,PAX8 inh HTS,DENV2 CPE
Cc1ccc(NC(=O)Nc2cccc([N+](=O)[O-])c2)cc1F,-9,.,-12,-10,.,0.2,-21,1
COCC(=O)Nc1ccc2c(c1)[C@@H]1C[C@@H](CC(=O)NCCN3CCCCC3)O[C@@H](CO)[C@@H]1O2,2,4,-2,.,-0.9,-0.1,5,2
O=C(N1CCCCC1)[C@]1(Cc2ccccc2)N=C(c2ccc(OCCCO)cc2)O[C@@H]1c1ccccc1,2,37,.,0,-3.8,.,58,-4
N#Cc1cc(N2CCOCC2)nc2ccccc12,-5,-9,2,-16,-0.1,-0.1,-18,-1
CCC1Nc2ncnc(N3CCN(c4ccccc4)CC3)c2N(Cc2ccc(Br)cc2)C1=O (stereo not drawn),-4,-7,-11,2,1.9,0.0,-5,?
CCCNC(=O)[C@@H]1[C@@H](CO)[C@@H]2Cn3c(ccc(-c4ccncc4)c3=O)[C@H]1N2C(=O)CC1CC1,-5,-4,14,-1,1.6,0.3,2,-6
CCN(C(=O)CN1CCN(c2ccccc2F)CC1)c1c(N)n(Cc2ccccc2)c(=O)[nH]c1=O,-18,-5,1,-3,0.4,0.0,3,1
C/C=C/c1ccc2c(c1)O[C@@H](CN(C)C(=O)Cc1ccncc1)[C@@H](C)CN([C@@H](C)CO)S2(=O)=O,10,-2,-7,0,2.3,1.0,1,2
COCC#Cc1ccc2c(c1)O[C@H](CN(C)C(=O)c1ccccc1F)[C@@H](C)CN([C@H](C)CO)S2(=O)=O,.,-1,13,.,0.4,0.6,-2,.
CCN(C[C@H]1N[C@@](Cc2ccccc2)(C(=O)OC)[C@H]2C(=O)N(Cc3ccccc3)C(=O)[C@@H]12)C(=O)COC,-6,4,3,4,3.0,0.2,8,-5

Molecule,ERp5 block,EWS-Fli inh,GSIS activator,ARNT-TACC3 inh,F508del corr,Xi reactivation,PAX8 inh HTS,DENV2 CPE
Oc1ccc(N=Nc2n[nH]c(-c3ccc(Br)cc3)n2)cc1,3,-25,2,0,-1.4,-0.1,38,.
CC(=O)Nc1ccc(-c2ccnc3c2CC(C)(C(=O)Nc2cccc(Oc4ccccc4)c2)O3)cc1 (stereo not drawn),-6,40,-51,.,2.6,-0.1,20,-1
CCOC(=O)N1CCC(=NNC(N)=O)C1,1,3,-1,.,0.6,0.1,-5,-8
COc1ccc(NC(=O)N[C@H]2CC[C@@H](CCn3cc(-c4ccccc4)nn3)O[C@@H]2CO)cc1,3,13,8,-7,-2.1,-0.1,7,-5
COc1ccc(C(=O)NCCNc2nc3cc(C)cc(C)c3cc2C#N)nc1,-2,-8,39,.,0.7,0.6,-41,-13
O=C(CNC(=O)c1ccccc1)OC(C(=O)O)c1ccc(F)cc1 (stereo not drawn),-1,5,-2,.,-1.9,0.1,22,-5
C/C=C/c1cnc2c(c1)C(=O)N([C@H](C)CO)C[C@H](C)[C@H](CN(C)C(=O)c1cccc(F)c1)O2,-2,-3,-2,-15,-2.8,2.0,-9,-1
CC[C@H]1c2[nH]c3ccccc3c2C[C@@H]2C(=O)N(c3ccc(F)cc3)C(=O)N21,4,-2,1,-3,-1.8,.,.,5
Cc1noc(C)c1S(=O)(=O)N(C)C[C@@H]1Oc2c(NC(=O)c3ccc(-c4nccs4)cc3)cccc2C(=O)N([C@H](C)CO)C[C@@H]1C,-2,5,0,12,-0.1,0.1,.,-3
Cc1cc(C)c(NC(=O)CSc2nnc(CNC(=O)c3ccco3)o2)c(C)c1,-13,0,5,-5,0.0,0.1,12,-3

Molecule,ERp5 block,EWS-Fli inh,GSIS activator,ARNT-TACC3 inh,F508del corr,Xi reactivation,PAX8 inh HTS,DENV2 CPE
CC12CCC(=O)N1C(C(=O)Nc1nccs1)CS2 (stereo not drawn),-6,1,25,4,2.2,0.1,0,4
O=C(O)C1C=CCC(C(=O)O)C1 (stereo not drawn),-1,-42,.,.,1.5,0.0,-11,-1
COc1ccc(S(=O)(=O)Nc2ccc3c(c2)CC(=O)N([C@H](C)CO)C[C@H](C)[C@@H](CN(C)Cc2ccc(C(=O)Nc4ccccc4N)cc2)O3)cc1,-1,33,-5,.,-1.3,0.2,.,2
CO[C@H]1CN(C)C(=O)c2cc(NC(=O)c3ccccc3)ccc2OC[C@H](C)N(C(=O)C2CC2)C[C@H]1C,-11,4,-8,5,-0.5,0.2,.,.
C#CCN(C[C@@H]1[C@@H](OC(=O)NC2CC2)[C@@H](OC(=O)NC2CC2)Cn2c(=O)n(CCCCCC)c(=O)n21)S(=O)(=O)c1ccc(C)cc1,-1,6,-38,.,1.3,-0.1,18,12
Cc1noc(C)c1NC(=O)N(C)C[C@@H]1Oc2ccc(NC(=O)CCCCCC(=O)Nc3ccccc3N)cc2C(=O)N([C@H](C)CO)C[C@H]1C,.,8,15,.,1.9,0.0,-23,.
Cc1nnc(SCC(=O)N2CCN(Cc3ccccc3)CC2)s1,-1,-7,8,0,0.9,.,.,8
COc1cccc(NC(=O)CNC(=O)c2ccc(OC)c(OC)c2)c1,-6,4,24,-5,1.6,-0.1,1,2
CC1=NN(c2ccccc2)C(=O)/C1=C\c1ccc(Oc2ccc([N+](=O)[O-])cc2[N+](=O)[O-])cc1,-3,13,-23,3,-2.3,0.2,25,0
CCc1nc2c(OCCC3CCCCC3)cccn2c1N(C)C(=O)c1ccc(OC)cc1,2,-28,.,.,3.4,0.0,0,-7

Molecule,ERp5 block,EWS-Fli inh,GSIS activator,ARNT-TACC3 inh,F508del corr,Xi reactivation,PAX8 inh HTS,DENV2 CPE
Nc1nc2n(n1)C(c1ccccc1Cl)CC(c1ccc(F)cc1)N2 (stereo not drawn),4,3,19,11,1.8,0.4,8,-4
Cc1ccc(S(=O)(=O)N(C)C[C@@H]2Oc3c(NS(=O)(=O)c4ccccc4)cccc3C(=O)N([C@H](C)CO)C[C@@H]2C)cc1,-6,-3,2,-4,-2.4,-0.8,.,4
CC1(C(=O)Nc2cccc3cccnc23)CCN1C(=O)Cc1ccc(Cl)cc1Cl (stereo not drawn),7,12,-28,.,0.1,0.0,7,?
C/C(=N\NC(=O)C1CC1)c1ccc(C)cc1C,-1,2,-1,-7,-1.7,0.0,-11,-2
Cc1nc2ccc(NC(=O)C3COc4ccccc4O3)cc2s1 (stereo not drawn),1,-91,3,-4,-0.5,0.0,-23,6
Cc1noc(C)c1NC(=O)N(C)C[C@H]1Oc2ccc(NS(=O)(=O)c3cccs3)cc2CC(=O)N([C@@H](C)CO)C[C@@H]1C,.,-11,27,-7,-2.1,-0.8,-5,?
CCc1ccc(N(CC(=O)NC2CCCCC2)S(=O)(=O)c2c(C)noc2C)cc1,1,3,8,-5,3.4,0.0,0,1
COc1ccc(C(C)=O)cc1CC(=O)NC1CCCCCC1,-2,-7,1,-1,1.3,0.0,-25,-2
CCCNC(=O)N1[C@@H]2Cn3c(ccc(-c4ccc(OC)cc4)c3=O)[C@H]1[C@@H](C(=O)NC1CCC1)[C@@H]2CO,-6,1,1,-7,1.4,0.1,4,-6
COc1ccccc1Nc1nc(-c2c(C)nc3ncccn23)cs1,-22,49,-6,45*,4.8,0.0,18,-3

Molecule,ERp5 block,EWS-Fli inh,GSIS activator,ARNT-TACC3 inh,F508del corr,Xi reactivation,PAX8 inh HTS,DENV2 CPE
COc1ccccc1C1=NN(C2=NN=C(N)Cc3ncnn32)C(O)(C(F)(F)F)C1 (stereo not drawn),-5,0,23,26,-1.5,0.3,3,0
Cc1cc(CN2CCCC(CO)(Cc3cccc(Cl)c3)C2)n[nH]1 (stereo not drawn),2,6,-1,.,-0.2,-0.1,-9,0
COc1ccc(CN2CC(=O)N(c3ccc(C)cc3C)C2=S)cc1OC,5,16,16,-2,0.4,0.1,-5,-2
C[C@@H]1CN([C@@H](C)CO)C(=O)c2cc(Br)cnc2O[C@H]1CN(C)S(=O)(=O)c1ccc(F)cc1,2,-12,7,0,1.2,-0.6,.,6
C=CCOC(=O)COc1ccc2c3c(c(=O)oc2c1)CCCC3,3,-11,16,.,-2.0,0.1,-10,-12
COc1ccc2c3c(n(C)c2c1)[C@H](CO)N(C(=O)NC1CCCCC1)CC31CCN(C)CC1,-8,2,0,.,1.6,0.0,.,1
COc1cc(C(CC(=O)N2CCCC2)c2c(OC)cc(OC)c3ccc(=O)oc23)cc(OC)c1OC (stereo not drawn),0,4,-6,-2,-2.1,0.0,-2,-8
CC(C)[C@H](NC(=O)c1ccccc1)C(=O)OCc1nc2scc(-c3ccccc3)c2c(=O)[nH]1,.,.,-28,5,.,0.1,3,.
COc1ccc(NC(=O)C2(C)Cc3c(-c4cccc(NC(C)=O)c4)ccnc3O2)cc1 (stereo not drawn),1,72*,-14,.,9.4*,0.6,52,-3
COc1ccc(/C=C(\NC(=O)c2ccccc2)C(=O)NCc2cccnc2)cc1,6,-4,-2,3,0.4,0.3,-6,-1

Molecule,ERp5 block,EWS-Fli inh,GSIS activator,ARNT-TACC3 inh,F508del corr,Xi reactivation,PAX8 inh HTS,DENV2 CPE
CCC(=O)Oc1ccc(C(CC)C(CC)c2ccc(OC(=O)CC)cc2)cc1 (stereo not drawn),2,0,.,-6,-2.6,0.0,-6,42*
C=C(C)C(=O)N1CC2(CC(c3cccc(NC(=O)CC(c4ccccc4)c4ccccc4)c3)=NO2)C[C@H]1C(N)=O (stereo partly drawn),-2,-8,-12,-3,-5.3,0.0,-5,0
CC1CN(C(=S)SCCN2C(=O)CCC2=O)CC(C)O1 (stereo not drawn),5,-6,15,-40,0.7,0.1,3,14
COc1ccc(OC)c(S(=O)(=O)N2CCC(C(=O)N(C)Cc3ccccc3)CC2)c1,-1,9,20,-4,-1.0,0.0,-3,0
CCO[C@H]1OC(C(=O)O)=C[C@@H](C(C)(C)C)[C@@H]1CCCO,1,-4,.,3,-1.8,0.4,-10,15
COc1ccc(N2CCCC2)c(NC(=O)COc2ccccc2)c1,7,0,13,3,0.3,0.4,19,-4
CCOC(=O)[C@H]1[C@H]2COc3ccc(Br)cc3[C@@H]2N2C(=O)c3cc(OC)c(OC)cc3NC(=O)[C@@]12C,-2,1,-21,0,4.2,0.1,10,-17
CCOC(=O)c1ccc(NC(=O)C2C3CCCCC32)cc1 (stereo not drawn),-1,-116,9,35,-1.9,0.1,-43,11
C[C@H]1CN([C@@H](C)CO)C(=O)c2cc(C#CCc3ccccc3)cnc2O[C@@H]1CN(C)Cc1cccc(F)c1,-5,26,-28,16,-0.9,-0.5,.,-4
CC(C)N(C)CCOC(=O)C1COc2ccccc2O1 (stereo not drawn),2,-12,22,9,-2.2,-0.1,-14,4

Molecule,ERp5 block,EWS-Fli inh,GSIS activator,ARNT-TACC3 inh,F508del corr,Xi reactivation,PAX8 inh HTS,DENV2 CPE
CC(C)[C@H](CN(N=O)[C@@H](Cc1ccccc1)CN(C)N=O)N(CCc1ccccc1)N=O,2,-7,-19,-9,-0.9,0.1,-4,-2
N#CCCN1CCN(S(=O)(=O)c2ccc(C3CCCCC3)cc2)CC1,7,5,.,-2,-0.8,0.8,-6,-11
Cc1cc(NC(=O)c2ccc([N+](=O)[O-])cc2)n(C)n1,-5,-9,-6,-17,0.3,0.0,4,-3
O=C(CN1CCc2ccccc21)NCc1ccccc1Cl,.,.,-19,-2,.,0.0,-13,.
O=C1NC[C@@H](CCCCN2C[C@H](Cc3ccc(O)cc3)N(CCc3ccc(O)cc3)C(=O)C2=O)N(CCc2ccccc2)C1=O,4,3,-13,.,0.5,0.0,5,-6
